Screening results (PubChem)
USP2a block – blocks human ubiquitin-specific protease USP2a | Potency, µM (titrated, usually from 38.3 µM), without a hit: at the highest dose activity change, negative = inhibition, most hits filed as inhibitors | USP2 core, Ub-CHOP2 coupled fluorogenic reporter, 485/531 | 330,000 tested, 0.01% active | O75604;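 note: potency is the fitted concentration of half-maximal effect; plate controls were DMSO wells for no effect and full inhibition by NEM control for full effect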
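USP2 core (10nM final) preincubated 30min RT with compound in 20mM Tris-HCl pH 8.0, 2mM CaCl2, 2mM beta-mercaptoethanol, 0.05% CHAPS; 25nM Ub-CHOP2 plus 25nM reporter substrate added, fluorescence (Ex485/Em531) read after 60min.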
Eya2 phos inh – blocks the phosphatase activity of human Eya2. O00167. recombinant Eya2, OMFP fluorescence dephosphorylation (OMFP is methylfluorescein phosphate). Potency, µM (series often up to 76.9 µM), for inactives: at the highest dose activity, negative = inhibition, usual class: inhibitors. 330,000 tested, 0.006% active. AID 488837; note: potency is the fitted concentration of half-maximal effect; % is set by controls: 0 for no effect and ±100 for the full control effect
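Eya2 (0.2 uM) preincubated 10 min at ambient with compound, then OMFP substrate added at 50 uM; 10 min reaction in 50 mM HEPES pH 7.5, 50 mM NaCl, 5 uM MgCl2, 0.05% BSA, 1 mM DTT. Fluorescence read at Ex 485/Em 525 nm.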
KCNH2 WT inh – inhibitors of human wildtype KCNH2 potassium channel; Q12809; U2OS, BacMam KCNH2, thallium flux FluxOr; active compounds read low; activity change, % at 1.84 µM; 340,000 tested, 0.37% active;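 active = maximum activity change below -70%; inconclusive = maximum activity change between -70% and -50%; inactive = maximum activity change above -50%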; note: % is set by controls: 0 for no effect and ±100 for the full control effect
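U2OS cells were transduced with wild-type KCNH2 virus (2.03 x 10^8 / mL) for 4 h at room temperature, then cultured overnight at 37 C. Thallium flux was read with FluxOr dye. Rate constants were normalized to DMSO controls.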
GALK inhibitor – inhibitors of human galactokinase. Purified GALK, Kinase-Glo residual ATP luminescence. Potency, µM (highest dose often 57.5 µM), for the others: top-dose activity change, negative = inhibition, hits mostly inhibitors. 270,000 tested, 0.007% active; note: potency is the fitted concentration of half-maximal effect; % is set by controls: 0 for no effect and ±100 for the full control effect
Target sequence (P51570 whole entry, looked up): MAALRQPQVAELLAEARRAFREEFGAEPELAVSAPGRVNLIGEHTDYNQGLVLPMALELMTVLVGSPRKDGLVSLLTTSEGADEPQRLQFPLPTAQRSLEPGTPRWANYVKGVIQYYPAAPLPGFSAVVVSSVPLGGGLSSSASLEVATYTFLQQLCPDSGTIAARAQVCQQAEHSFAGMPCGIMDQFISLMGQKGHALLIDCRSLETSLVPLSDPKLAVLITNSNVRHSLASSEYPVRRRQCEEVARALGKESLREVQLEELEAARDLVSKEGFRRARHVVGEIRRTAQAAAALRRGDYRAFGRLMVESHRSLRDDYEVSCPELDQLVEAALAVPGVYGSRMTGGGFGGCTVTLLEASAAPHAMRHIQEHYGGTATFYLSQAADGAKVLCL
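The enzyme phosphorylates galactose (100 uM) using ATP (35 uM); inhibition is detected as higher residual ATP, quantified by bioluminescence after 1 h reaction at room temperature, pH 8.0.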
TSHR antagonist – blocks TSH signaling through the human TSH receptor. P16473. TSHR-expressing cells, TSH-stimulated cAMP HTRF, 2 h; active compounds read low. 330,000 tested, 0.2% active. AID 504810. activity change, negative = inhibition, % at 11.5 µM;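 active = activity change below a set negative limit, meaning inhibition stronger than a set level, cut at about -70% in these data; inconclusive = activity change between two set negative limits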; note: % is set by controls: 0 for no effect and ±100 for the full control effect
Target sequence (P16473 whole entry, looked up): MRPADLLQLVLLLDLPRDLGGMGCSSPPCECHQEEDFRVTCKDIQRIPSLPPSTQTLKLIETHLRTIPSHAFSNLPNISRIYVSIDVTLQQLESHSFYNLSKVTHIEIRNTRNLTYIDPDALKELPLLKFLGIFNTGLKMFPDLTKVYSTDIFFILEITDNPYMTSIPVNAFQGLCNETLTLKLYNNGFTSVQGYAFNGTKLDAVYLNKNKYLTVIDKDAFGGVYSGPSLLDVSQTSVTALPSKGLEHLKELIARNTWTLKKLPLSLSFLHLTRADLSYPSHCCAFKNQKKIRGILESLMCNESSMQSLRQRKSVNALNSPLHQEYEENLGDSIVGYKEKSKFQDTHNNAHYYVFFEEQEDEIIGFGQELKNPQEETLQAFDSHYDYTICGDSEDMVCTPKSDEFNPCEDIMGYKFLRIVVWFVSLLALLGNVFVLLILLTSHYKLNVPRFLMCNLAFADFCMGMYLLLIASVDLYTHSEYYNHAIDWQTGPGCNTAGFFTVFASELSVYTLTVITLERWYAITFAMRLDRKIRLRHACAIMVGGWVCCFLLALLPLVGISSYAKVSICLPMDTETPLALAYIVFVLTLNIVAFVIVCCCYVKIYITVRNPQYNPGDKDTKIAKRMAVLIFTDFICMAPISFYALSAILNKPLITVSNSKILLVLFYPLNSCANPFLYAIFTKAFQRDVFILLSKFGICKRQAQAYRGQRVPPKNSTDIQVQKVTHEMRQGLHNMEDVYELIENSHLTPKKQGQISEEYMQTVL
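Competitive HTRF cAMP read-out (cryptate anti-cAMP antibody, cAMP-d2; 30 min, room temperature) in freshly harvested TSHR cells. Compounds added before TSH at EC80 (4nM final), followed by 2 hours' incubation at 37 deg C.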
BCR signal inh – inhibitors of chronic active B-cell receptor signaling; Potency, µM (series often up to 46.1 µM), for the others: top-dose ratio change, negative = lower green/red ratio, most hits filed as inhibitors; 340,000 tested, 0.05% active; ABC-DLBCL IkBa-CBG/CBR reporter, luminescence ratio, 4 h; active = well fitted inhibition curve with a large enough effect in the signal ratio, with a control signal flat, not every such curve was filed as active; inconclusive = small, poorly fitted or top-dose-only effect, or effect the other way, or a change in a side signal; the % refers to the signal ratio;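 note: potency is the fitted concentration of half-maximal effect; plate controls were basal doxycycline-induced cells for no effect and cells given 10 µM MG132 for full effect; MG132 reads +100%, hits lower the ratio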
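TMD8 human ABC-DLBCL cells with doxycycline-inducible IκBα–green luciferase fusion and unfused red luciferase, in 0.5% FBS medium; compounds up to 46 uM, 4 h at 37C. Green/red luminescence ratio, filter-overlap corrected, fitted to concentration-response curves.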
MBNL1 CUG block – blocks human MBNL1 binding to CUG repeat RNA; AID 2675; Potency, µM (series often up to 57.5 µM), inactives show at the top dose activity change, negative = inhibition, actives largely listed as inhibitors; 280,000 tested, 0.036% active; TR-FRET MBNL1-His/biotin-(CUG)12 binding, 665/545 ratio; active = well fitted inhibition curve with a large enough effect in the signal ratio, with a control signal flat, not every such curve was filed as active; inconclusive = small, poorly fitted or top-dose-only effect, or effect the other way, or a change in a side signal; inactive = no such curve, though single readings can be large or run the other way; the % refers to the signal ratio; note: potency is the fitted concentration of half-maximal effect; % is set by controls: 0 for no effect and ±100 for the full control effect
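TR-FRET between His-tagged MBNL1 and biotin-(CUG)12 RNA, detected with Tb anti-His antibody (0.055 ng/ul) and streptavidin-XL665 (5 nM), 60 min at room temperature. Compounds titrated 92 nM to 58 uM; 665/545 nm ratio normalized to buffer and complex controls.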
PKM2 act – PKM2 (human) enzyme activation; P14618; purified PKM2, Kinase-Glo ATP luminescence, activation; response scale: 0% is enzyme alone, no compound; AID 1631; Potency, µM (series often up to 57.5 µM), inactives show at the highest dose activation, actives largely listed as activators; 260,000 tested, 0.34% active; note: potency is the fitted concentration of half-maximal effect; % is set by controls: 0 for no effect and ±100 for the full control effect; nearly all actives have a fitted effect of over 55% in size
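hPK-M2, >95% pure; 0.1 mM ADP / 0.5 mM PEP final; imidazole pH7.2 buffer w/ 7 mM MgCl2, 50 mM KCl; 1 h RT; Kinase-Glo lum. Intermediate enzyme activity for dual inhibitor/activator qHTS.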
S-ASM inh – blocks human secretory acid sphingomyelinase; P17405; placental ASM, HMU-PC fluorogenic substrate, 60 min; Potency, µM (highest dose often 57.5 µM), without a hit: top-dose activity change, negative = inhibition, most hits filed as inhibitors; 340,000 tested, 0.006% active; AID 504937; note: potency is the fitted concentration of half-maximal effect
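Fluorescence read-out (Ex 386 nm, Em 447 nm) after stopping the reaction at pH 10. Enzyme: ASM from human placenta; substrate HMU-PC0, 9 uM final; 60 min, 37 °C. Compound preincubation 10 min, ambient temperature.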
Menin-MLL TR inh – displaces Texas Red mutant MLL peptide from human menin; 270,000 tested, 0.23% active; Menin + Texas Red MLL mutant peptide, fluorescence polarization; O00255; Potency, µM (doses to about 61.6 µM), inactives show at the highest dose FP activity change, negative = inhibition, actives largely listed as inhibitors; active = well fitted inhibition curve with a large enough effect in the polarisation, with a control signal flat, not every such curve was filed as active; inconclusive = small, poorly fitted or top-dose-only effect, or effect the other way, or a change in a side signal; inactive = no such curve, though single readings can be large or run the other way; the % refers to the polarisation; note: potency is the fitted concentration of half-maximal effect; % of control where 0% means no effect; many of its hits are not listed in these tables
Mito fusion yeast – inhibitors of mitochondrial division or activators of mitochondrial fusion | S. cerevisiae fusion-defective mutant growth rescue, CellTiterGlo 48 h | 320,000 tested, 0.23% active | Potency, µM (titrated, usually from 46.1 µM), without a hit: top-dose growth rescue (activation), actives largely listed as activators;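 note: potency is the fitted concentration of half-maximal effect; % of control where 0% means no effect; nearly all actives have a fitted effect of over 45% in size; temperature-sensitive fusion mutants such as fzo1-1 at 37 °C on non-fermentable ethanol glycerol medium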
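Temperature-sensitive fusion-defective S. cerevisiae (e.g. fzo1-1, mgm1-5) were grown with compound in YPEG medium (3% ethanol, 3% glycerol) for 48 hours at 37C. Growth rescue was measured as viability by CellTiterGlo luminescence after 10 minutes at ambient.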
* hit, by the source's call; i = inactive; ? = inconclusive; nt = no result given; [ ] = dose if it differs, or a comment. Unless noted, calls come from the whole dose curve; as a rule, active = well fitted curve in the direction sought with a large enough effect; inconclusive = small, poorly fitted or top-dose-only effect, or another doubt; inactive = no such curve, though single readings can be large; an effect the other way counts as inactive or inconclusive.

SMILES	USP2a block	Eya2 phos inh	KCNH2 WT inh	GALK inhibitor	TSHR antagonist	BCR signal inh	MBNL1 CUG block	PKM2 act	S-ASM inh	Menin-MLL TR inh	Mito fusion yeast
CC(C(=O)N1CCC(C(N)=O)CC1)N(c1ccc(Oc2ccccc2)cc1)S(C)(=O)=O (stereo not drawn)	3.1%	9.0%	32.1	-0.2%	-2.3	?	-2.3%	-5.5%	0.2%	1.1%	-2.4%
CN(C(=O)COC(=O)c1ccccc1Nc1ccccc1)c1c(N)n(Cc2ccccc2)c(=O)[nH]c1=O	0.2%	-26.7%	0.5	nt	3.9	-8.8%	nt	nt	64.8%[activator]	nt	-7.3%
CSc1nc(N)nc2c1ncn2CC(=O)NCC(c1ccccc1)c1ccccc1	0.2%	-5.4%	19.9	nt	4.7	-1.9%	nt	nt	-6.3%	nt	nt
CCCCS(=O)(=O)N1CCCC(C(=O)Oc2ccc(Cl)cc2)C1 (stereo not drawn)	-1.9%	-5.5%	0.4	-3.0%	-8.5	2.5%	-6.7%	-0.7%	-0.1%	-1.8%	-1.3%
COc1ccc(C2CC(=O)C=C(NNS(=O)(=O)c3ccc(C)cc3)C2)cc1 (stereo not drawn)	1.5%	4.4%	14.1	-0.6%	1.5	-0.7%	-19.9%	6.5%	0.7%	5.4%	-8.3%
COc1cccc(NC(=O)CN2CCN(c3ccc(F)cc3)CC2)c1	-2.4%	8.5%	1.8	-1.9%	9.6	-7.2%	-2.5%	-2.0%	-1.1%	5.7%	15.9%
O=C(O)CCC(=O)N1N=C(c2c(-c3ccccc3)c3cc(Cl)ccc3[nH]c2=O)CC1c1ccccc1 (stereo not drawn)	4.8%	2.3%	2.7	0.4%	-17.1	0.3%	-4.5%	3.2%	29.5%	-8.7%	-7.5%
Oc1ccc(/C=N/n2c(COc3ccccc3)n[nH]c2=S)cc1O	-2.0%	7.7%	1.2	0.1%	7.0	-2.6%	4.4%	nt	4.7%	10.0%	-15.2%
COCC1CCN(C(=O)c2cc(COc3cccc4cnccc34)on2)CC1	-2.3%	4.1%	-3.9	-3.8%	-29.8	?	23.8%	nt	1.3%	nt	0.7%
CCOC(=O)N1CCN(C(=O)CNC(=O)c2ccccc2F)CC1	1.8%	-17.3%	2.8	nt	0.4	0.2%	nt	nt	0.3%	nt	nt
CC(C)CCNc1nc(N)c([N+](=O)[O-])c(N2CCCCCC2)n1	-4.6%	1.4%	4.6	-6.1%	-7.1	-7.6%	0.9%	nt	-7.4%	-28.6%	-19.9%
CCC(C)(NC(=O)c1ccccc1)C(=O)O (stereo not drawn)	2.1%	0.3%	15.7	nt	13.9	0.0%	-21.1%[11.5 µM]	1.7%	3.5%	7.2%	-16.3%
CN1CCS/C1=C\C=C1/SC(=S)N(CC(=O)O)C1=O	?	26.8%	i	-0.6%	-30.6	-4.3%	?	-9.6%	-2.9%	7.2%	10.8%
Cc1ccc(NC(=O)NC2CC(=O)N(c3ccc4c(c3)OCCO4)C2)cc1C (stereo not drawn)	-4.2%	-17.7%	-4.7	nt	5.2	?	nt	nt	-0.4%	nt	-12.7%
COc1ccc(OC)c(CN2CCN(C(=O)c3cc4ccccc4cc3O)CC2)c1	-1.1%	-0.6%	13.1	-3.0%	-1.9	-1.2%	15.7%	-0.2%	nt	?	-1.9%
CCOC(=O)c1cc(C(C)(C)C)oc1CN	5.5%	-20.3%	-19.8	-2.1%	-9.2	-2.4%	-8.2%	2.6%	0.1%	-10.2%	-6.0%
C/C=C(\C)C(=O)NCCN1C2=NC[C@H](Cc3ccc(O)cc3)N2C[C@H]1Cc1ccc(O)cc1	-0.5%	11.2%	-1.3	0.1%	17.8	10.8%	-16.5%	-0.5%	4.0%	17.6%	2.1%
O=C(NCCN1CCCCC1)Nc1ccc(F)c(Cl)c1	-0.8%	14.4%	18.4	0.2%	13.3	3.4%	-8.6%	-3.4%	1.6%	13.0%	-7.0%
O=C(CN1CCCCC1)NCCNc1ccc(C(F)(F)F)cc1[N+](=O)[O-]	3.8%	-2.9%	33.7	-0.6%	35.3	0.2%	?	-3.8%	-12.3%	-7.3%	-1.2%
O=C1c2ccccc2C(=O)N1CCCc1cn(C[C@H]2CC[C@H](Cn3cc(CCCN4C(=O)c5ccccc5C4=O)nn3)O2)nn1	0.0%	-0.1%	-7.1	nt	20.3	?	nt	nt	-5.9%	nt	nt
COc1ccc(CCNC(=O)C2CCCN(Cc3nc(-c4ccccc4C)oc3C)C2)cc1OC (stereo not drawn)	-1.4%	2.1%	30.5	-0.2%	9.8	?	4.3%	1.6%	-1.8%	?	-6.3%
CCN1CC2([N+](=O)[O-])C=CC(=O)C([N+](=O)[O-])(C1)C2CC(=O)c1ccccc1 (stereo not drawn)	-1.8%	6.8%	-3.7	0.2%	-8.6	5.6%	?	-4.1%	-3.5%	nt	4.4%
CCOC(=O)/C=c1\s/c(=C(\C#N)C(=O)NC)n(-c2ccccc2)c1=O	-9.9%	0.5%	-2.2	3.2%	0.0	?	-1.2%	0.4%	-3.2%	12.2%	-0.7%
O=C(Cn1nnc(-c2ccccc2NC(=O)c2ccccc2F)n1)NC1CCCC1	1.3%	11.8%	-12.2	-2.6%	-2.8	1.7%	1.1%	-26.4%	1.8%	-13.0%	-0.7%
Cc1ccc(NCC(=O)Nc2ccc(Br)cc2)cc1F	-6.0%	-11.8%	-3.4	1.6%	0.1	-22.3%	-17.9%	-0.2%	-0.6%	?	7.7%
Cn1c(CNS(=O)(=O)c2ccc(Cl)cc2)n[nH]c1=S	0.8%	-3.2%	-12.3	0.8%	3.0	-4.1%	0.7%	-2.0%	2.4%	-7.4%	-1.0%
Cc1cc(NC(=O)c2ccc(F)cc2)ccc1NC(=O)c1ccco1	1.6%	1.9%	-6.1	16.2%	12.0	-1.4%	-3.5%	-23.5%	2.3%	17.3%	-8.0%
COC(=O)C1(Cc2cc(-c3ccc(Cl)cc3)no2)CCN(C(=O)OC(C)(C)C)CC1	1.3%	-5.4%	-3.5	nt	-6.7	?	-10.0%	-1.0%	-11.2%	1.0%	1.9%
Cn1cccc1Cc1nnc(SCC(=O)Nc2nccs2)n1CCc1ccccc1	-0.3%	-2.9%	2.9	1.1%	3.4	?	0.8%	7.5%	1.5%	-10.1%	-3.7%
COC(=O)CNC(=O)Cn1ccc2ccccc2c1=O	1.1%	-6.6%	-0.4	3.4%	0.8	-0.5%	1.0%	1.1%	-0.7%	-5.8%	0.0%
N/C(=N\NC(=O)c1ccc(F)cc1)c1cc2ccccc2oc1=O	0.6%	-25.8%	6.7	8.3%	-2.1	-7.0%	?	-0.3%	-0.9%	?	1.9%
COc1cc(NC(=O)CSCC(=O)Nc2cccc(C(F)(F)F)c2)c(Cl)cc1Cl	0.4%	16.4%	-2.4	-1.1%	15.4	?	-9.1%	5.6%	-23.4%	?	-22.1%
O=C(COc1ccccc1)N/N=C/c1sc(=O)n(Cc2cccc(C(=O)O)c2)c1Cl	-2.2%	-0.8%	0.6	-7.5%	-8.3	1.3%	?	0.1%	-5.4%	nt	-3.0%
Cn1cc2cc([N+](=O)[O-])ccc2n1	-2.5%	1.8%	3.2	3.7%	13.6	-0.7%	?	-4.6%	-2.4%	-17.1%	1.4%
CC1CCN(CCOc2cc(Cl)ccc2Cl)CC1	2.8%	-5.7%	5.1	0.8%	12.9	-5.9%	-0.1%	0.1%	5.3%	-16.1%	-0.8%
Cc1ccccc1Nc1nc(N)nc(CSc2nncn2C)n1	-1.0%	?	-6.8	-0.5%	-1.0	-0.1%	1.0%	-0.3%	7.3%	7.3%	-4.2%
CCN1CCN(C(=O)c2[nH]c3ccc(OC)cc3c2C)CC1	-0.5%	-12.7%	2.1	3.6%	37.8	-4.4%	6.5%	nt	2.1%	-2.6%	-3.9%
O=C(CN1C(=O)NC2(CCCCC2)C1=O)N1CCN(c2ncccn2)CC1	2.4%	8.2%	-18.4	nt	-6.5	1.4%	nt	nt	-1.1%	nt	0.5%

A portion of the library; the hit share may differ from the screen's.
